BaF3 parental: reduces parental Ba/F3 cell viability, JAK2V617F counter-screen; inhibition, % at 5.6 µM; AID 1486; actives 1.1% (n = 220,000); CellTiter-Glo ATP luminescence;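 active means inhibition above a per-campaign cutoff, the mean inhibition of all tested compounds plus 3 SD, cut at about 27% in these data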;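 further: 0% = DMSO wells and 100% = JAK Inhibitor I control wells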
zfTRPN1 agonist: activates the zebrafish TRPN1 channel; HEK293 zebrafish TRPN1-YFP, Fluo-8 calcium fluorescence; 100% = response to 87 µM carbachol; actives 0.18% (n = 220,000); activation, % at 3 µM;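 active means activation above its plate's cutoff, the mean activation of test wells on that plate plus 3 SD, cut at about 19% in these data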;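 further: 0% = DMSO alone and 100% = 87 µM carbachol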
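Assay system: Zebrafish TRPN1-YFP in HEK293 cells | Incubation: Dye loading 1 h at 37 °C, then 30 min room temperature | Measured by: Kinetic Fluo-8 fluorescence, ex 470-495, em 515-575 nm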
Ba/F3 V617F tox: loss of viability in JAK2V617F-driven Ba/F3 cells. Ba/F3 EpoR-JAK2V617F viability, ATP luminescence. inhibition, % at 5.6 µM. actives 1.1% (n = 220,000);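 active means inhibition above the campaign mean plus 3 SD over all tested compounds, cut at about 24% in these data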;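 further: cytokine-independent growth of Ba/F3 cells driven by EpoR plus mutant JAK2; 0% = DMSO-treated cells and 100% = JAK inhibitor I control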
m-calpain inh: calpain II (pig) inhibition. purified calpain II, fluorogenic peptide substrate, 30 min. inhibition, % at 16 µM. actives 0.37% (n = 220,000). AID 1236;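 active means inhibition above about 50%, limit read from the data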
EP2 modulator: modulators of human EP2 prostaglandin E2 receptor. P43116. EP2-expressing cells, cAMP HTRF FRET, PGE2 co-stimulation. induction, % at 25 µM. actives 0.83% (n = 260,000). AID 940;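 active means compounds whose cAMP rise, as percent of the full-agonist control response, exceeds 60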;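 further: rat C6 glioma line stably carrying human EP2 under a CMV promoter; the protocol text gives 20 µM as final concentration; 100% = response of wells given 1 µM PGE2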
PERK inh: human PERK inhibition, primary cell-based screen; Q9NZJ5; CHO PERK-DD fusion, SEAP luminescence translation reporter; inhibition, % at 5.6 µM; actives 0.17% (n = 220,000);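 active means inhibition above the mean inhibition of all tested compounds plus 3 SD, set separately per screening campaign, cut at about 2.9% in these data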;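 further: PERK kinase domain activated by AP20187 dimerizer at 100 nM; 0% = DMSO with dimerizer and 100% = rapamycin at 8.4 µM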
Target sequence (Q9NZJ5 whole entry, looked up, the tested form may be a part): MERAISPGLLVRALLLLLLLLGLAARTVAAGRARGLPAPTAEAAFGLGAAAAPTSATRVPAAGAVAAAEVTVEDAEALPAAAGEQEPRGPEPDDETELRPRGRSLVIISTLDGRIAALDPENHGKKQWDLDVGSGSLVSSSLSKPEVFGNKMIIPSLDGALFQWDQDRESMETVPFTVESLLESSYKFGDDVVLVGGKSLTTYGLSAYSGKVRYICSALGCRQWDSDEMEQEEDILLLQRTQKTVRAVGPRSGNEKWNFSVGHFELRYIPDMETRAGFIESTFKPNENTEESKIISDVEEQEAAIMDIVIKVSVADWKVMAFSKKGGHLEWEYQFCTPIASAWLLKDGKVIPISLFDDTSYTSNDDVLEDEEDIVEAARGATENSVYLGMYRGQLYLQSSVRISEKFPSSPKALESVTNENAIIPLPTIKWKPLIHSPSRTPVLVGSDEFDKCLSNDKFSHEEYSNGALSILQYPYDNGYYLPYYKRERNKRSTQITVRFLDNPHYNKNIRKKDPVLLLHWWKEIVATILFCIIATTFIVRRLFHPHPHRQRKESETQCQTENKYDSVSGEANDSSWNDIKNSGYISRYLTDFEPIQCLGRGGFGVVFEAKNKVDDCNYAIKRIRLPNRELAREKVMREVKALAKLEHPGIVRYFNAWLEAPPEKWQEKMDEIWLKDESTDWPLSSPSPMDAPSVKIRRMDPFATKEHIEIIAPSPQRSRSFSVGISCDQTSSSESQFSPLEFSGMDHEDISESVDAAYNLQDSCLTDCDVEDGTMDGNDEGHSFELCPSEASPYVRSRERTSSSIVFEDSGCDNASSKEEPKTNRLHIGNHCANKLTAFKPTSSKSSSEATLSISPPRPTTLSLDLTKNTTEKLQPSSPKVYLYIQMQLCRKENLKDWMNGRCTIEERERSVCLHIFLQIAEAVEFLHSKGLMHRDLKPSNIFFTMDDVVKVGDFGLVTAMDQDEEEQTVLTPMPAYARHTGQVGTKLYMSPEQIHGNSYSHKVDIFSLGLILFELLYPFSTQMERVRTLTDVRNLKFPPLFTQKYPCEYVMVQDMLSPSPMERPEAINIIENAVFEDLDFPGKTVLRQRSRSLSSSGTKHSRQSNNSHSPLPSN
TRPML3 agonist: human mucolipin-3 channel agonism; Q8TDD5; HEK293 TRPML3-YFP, Fluo-8 calcium fluorescence; 100% = the carbachol control signal; activation, % at 3 µM; actives 0.29% (n = 220,000); AID 1448;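 active means activation above its plate's cutoff, the mean activation of the plate's test wells plus 3 SD, cut at about 12% in these data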;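 further: 0% = DMSO only wells and 100% = carbachol wells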
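Test system: HEK293 cells stably carrying human TRPML3-YFP; Doses: single dose, 3 µM final nominal compound, 0.3% DMSO final; Schedule: dye loading 1 h 37 °C then 30 min ambient, 125 s read; Technique: Fluo-8 calcium fluorescence; Benchmarks: high control carbachol 87 µM, low control DMSO.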
S1P4 antagonist: blocks the human S1P4 receptor; O95977; S1P4-expressing cells, antagonist mode, reporter read-out; inhibition, % at 4.98 µM; actives 0.26% (n = 220,000); in the data active means inhibition above about 29%;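 further: 0% = wells stimulated with agonist and 100% = vehicle wells without agonist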
S1P4 agonist: activates the human S1P4 receptor. O95977. S1P4-expressing cell line, agonist reporter assay. activation, % at 4.98 µM. actives 0.35% (n = 220,000). AID 1509; in the data active means activation above about 11%;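 further: 0% = DMSO vehicle and 100% = reference agonist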
The depositor's hits bear a star; & = joins results of further samples.

no.	Molecule	BaF3 parental	zfTRPN1 agonist	Ba/F3 V617F tox	m-calpain inh	EP2 modulator
1	CCOc1ccc(Nc2oc(Cc3ccccc3)nc2C#N)cc1	2	-3.4	-2	0	-59
2	COc1cccc(C2CC(c3ccccc3)=NN2S(=O)(=O)c2ccccc2)c1OC (configuration not stated)	7	-1.4	1	29	-3
3	COc1ccc(N2CCN(C(=O)c3ccc(NS(=O)(=O)c4ccc(F)c(F)c4)cc3)CC2)cc1	10	-0.9	3	-86	18
4	COC(=O)Cc1ccc(NC(=S)N2CCN(c3cc(Cl)ccc3C)CC2)cc1	9	-0.4	0	3	-25
5	COc1ccc(NC2=NCC(=O)N2Cc2cccs2)cc1	4	0.4	-1	9	28
6	Cc1ccc(C)n1NC(=O)c1ccc(Cl)cc1	2	-1.2	-3	-28	4
7	O=S(=O)(c1ccc(NC(=S)N/N=C/c2cccc(Oc3ccccc3)c2)cc1)N1CCOCC1	7	0.8	0	5	-10
8	Cc1ccc(S(=O)(=O)N(C)CC(O)Cn2c3ccccc3c3ccccc32)cc1 (configuration not stated)	5	0.0	2	16	-32
9	COC(=O)c1ccc(Cc2ccc(C(=O)OC)o2)o1	1	0.9	1	1	1
10	CC(=O)N/N=C(\C)c1cccc(C(F)(F)F)c1	2	1.1	0	-4	-8
11	COc1cccc(/C=N/n2c(N)c(S(=O)(=O)c3cccs3)c3nc4ccccc4nc32)c1	6	2.3	1	-295	-7
12	Clc1ccc(Cl)c(OCCCCNCc2ccccc2)c1	10	0.8	6	-14	-45

no.	PERK inh	TRPML3 agonist	S1P4 antagonist	S1P4 agonist
1	-0.1	-1.9	-6	1.3
2	2.7	0.1	-5	0.6
3	-0.2	-0.3	-3	1.1
4	1.2	1.2	3	-0.3
5	0.0	-0.3	-14	-1.4
6	0.6	0.5	2	1.1
7	0.4	1.0	-8	2.1
8	-0.4	-0.6	-44	0.9
9	1.0	0.0	-7	3.7
10	-0.3	0.1	7	-1.6
11	-0.3	0.7	-5	0.7
12	-0.5	0.5	-15	0.0

Additional results follow:
no.	Molecule	BaF3 parental	zfTRPN1 agonist	Ba/F3 V617F tox	m-calpain inh	EP2 modulator
13	Cc1ccc2nsnc2c1NC(=S)NC(=O)c1ccco1	4	-2.5	-1	1	2
14	CCCOc1ccccc1N1C(=O)CC(N2CCOCC2)C1=O (configuration not stated)	5	0.8	4	-28	5
15	CCOC(=O)CSc1nc2cc(OC)ccc2cc1C#N	4	-1.5	-2	-112	40&53
16	CCCCC(CC)CNC(=O)C(Cc1ccccc1)NS(=O)(=O)c1ccc2c(c1)CCC(=O)N2 (configuration not stated)	3	-2.6	0	-6	3
17	O=c1c2ccc([N+](=O)[O-])cc2ncn1Cc1ccccc1C(F)(F)F	7	0.2	3	-7	18
18	CCc1nnc(NC(=O)c2ccc(N3C(=O)CCC3=O)cc2)s1	1	-0.5	-1	-2	3
19	Cc1c(Br)c([N+](=O)[O-])nn1CC(=O)Nc1ccc(C(C)C)cc1	1	-0.8	-2	2	5
20	COC(=O)c1ccc(-n2c(C)cc(C(=O)CSc3cccc[n+]3[O-])c2C)cc1	2	0.3	0	-8	-23
21	COc1ccccc1-c1cc2ccccc2[nH]1	2	-1.0	4	-238	4
22	CCCNC(=O)Cn1nc(C(F)(F)F)c2c1CCCC2	-1	-0.2	-3	5	21
23	Cn1ncc2c(Nc3ccc([N+](=O)[O-])cc3)nc(Cl)nc21	2	2.7	-6	8	-41
24	CCn1c(SCC(=O)Nc2nccs2)nnc1-c1ccco1	4	2.2	0	-19	11

no.	PERK inh	TRPML3 agonist	S1P4 antagonist	S1P4 agonist
13	0.0	0.4	-5	1.2
14	0.1	-0.3	13	-1.2
15	0.2	-0.4	-6	0.1
16	0.2	-1.1	-2	-1.6
17	0.8	0.3	-9	0.4
18	0.5	-0.1	-2	1.5
19	1.6	-0.9	7	0.4
20	0.0	0.6	-24	3.6
21	-0.3	-0.1	0	-1.2
22	-0.2	-0.3	-11	-2.1
23	1.4	1.0	-9	0.7
24	0.9	0.4	-4	3.1

(more compounds)
no.	Molecule	BaF3 parental	zfTRPN1 agonist	Ba/F3 V617F tox	m-calpain inh	EP2 modulator
25	O=C(NCCOc1cccc(Oc2ccccc2)c1)c1cc(-n2cnnc2)ccc1Cl	-2	1.6	-3	-63	37
26	CCCCNC(=O)C(=O)N/N=C/c1ccc(OCC(=O)Nc2cccc(OC)c2)c(OC)c1	5	2.2	-2	-71	4
27	Cc1cc(C(=O)N/N=C2\CC(=O)CC(C)(C)C2)c(C)n1-c1ccc(F)cc1	1	-1.4	-1	-45	23
28	CCC12CN(C(=O)c3ccc(C)cc3)CC(CC)(CN(C(=O)c3ccc(C)cc3)C1)C2=O	5	0.2	2	16	10
29	COc1ccc2cc(CN(CC3CCCO3)C(=S)NCc3ccco3)c(=O)[nH]c2c1 (configuration not stated)	9	0.2	0	-49	-16&-20
30	COc1ccc(CNC(=O)C(c2cccs2)N(Cc2ccco2)C(=O)Cc2cccs2)cc1 (configuration not stated)	2	0.8	-5	-4	50
31	c1ccc(-c2nc3c([nH]2)CCc2nonc2-3)cc1	3	-0.3	-3	-17	-35
32	COC(=O)c1cc(Oc2ccc(C(=O)OC)cc2N)cc(C(=O)OC)c1	-1	-1.6	3	34	21
33	COCCCNC(=S)Nc1ccc2c(c1)OCCO2	4	1.4	0	-3	13
34	CC(C)OC(=O)CSc1nnc(-c2ccc(C(C)(C)C)cc2)n1N	5	1.6	5	23	3
35	CCOC(=O)C1C(=O)CC(C)(O)C(C(=O)OCC)C1c1ccc(Br)cc1 (configuration not stated)	8	0.3	1	-11	26
36	COc1ccc(/C=C/C(=O)c2sc(-c3ccccc3)nc2C)cc1	1	1.1	-5	-35	25

no.	PERK inh	TRPML3 agonist	S1P4 antagonist	S1P4 agonist
25	-0.1	-0.2	4	0.3
26	0.8	0.8	3	1.7
27	-1.1	-0.2	-15	1.4
28	-1.3	-0.3	-22	-3.2
29	0.6	-0.1	-12	1.1
30	-0.5	-0.2	-44	-2.6
31	0.3	0.8	-7	0.8
32	-0.3	-0.3	4	-1.3
33	0.7	1.2	-12	4.2
34	0.1	-0.6	8	-0.2
35	-0.3	-0.4	5	-0.2
36	0.5	0.5	-10	2.3

Some of the entries so far, screen by screen.
(25) O=C(NCCOc1cccc(Oc2ccccc2)c1)c1cc(-n2cnnc2)ccc1Cl
(26) CCCCNC(=O)C(=O)N/N=C/c1ccc(OCC(=O)Nc2cccc(OC)c2)c(OC)c1
(27) Cc1cc(C(=O)N/N=C2\CC(=O)CC(C)(C)C2)c(C)n1-c1ccc(F)cc1
(28) CCC12CN(C(=O)c3ccc(C)cc3)CC(CC)(CN(C(=O)c3ccc(C)cc3)C1)C2=O
(29) COc1ccc2cc(CN(CC3CCCO3)C(=S)NCc3ccco3)c(=O)[nH]c2c1 (configuration not stated)
screen / no. | 25 | 26 | 27 | 28 | 29
BaF3 parental | -2 | 5 | 1 | 5 | 9
zfTRPN1 agonist | 1.6 | 2.2 | -1.4 | 0.2 | 0.2
Ba/F3 V617F tox | -3 | -2 | -1 | 2 | 0
m-calpain inh | -63 | -71 | -45 | 16 | -49
EP2 modulator | 37 | 4 | 23 | 10 | -16&-20
PERK inh | -0.1 | 0.8 | -1.1 | -1.3 | 0.6
TRPML3 agonist | -0.2 | 0.8 | -0.2 | -0.3 | -0.1
S1P4 antagonist | 4 | 3 | -15 | -22 | -12
S1P4 agonist | 0.3 | 1.7 | 1.4 | -3.2 | 1.1

Next records follow.
no.	Molecule	BaF3 parental	zfTRPN1 agonist	Ba/F3 V617F tox	m-calpain inh	EP2 modulator
37	CCOC(=O)/C=c1\s/c(=C\c2ccccc2C)c(=O)n1CC(=O)NCc1ccc2c(c1)OCO2	9	0.0	3	-84	-13
38	O=C(CN(Cc1ccccc1)C(=O)CCC(=O)Nc1nccs1)NCc1ccco1	2	1.9	-4	0	18
39	O=C(C1CCN(S(=O)(=O)N2CCC3(CC2)OCCO3)CC1)N1CCN(Cc2ccccc2)CC1	4	3.4	1	-4	14
40	Cc1cc(S(=O)(=O)Nc2ccc(C(=O)N3CCN(C(=O)c4ccco4)CC3)cc2)ccc1F	4	-0.9	-4	5	36
41	CN(C)c1ccc(/C=C/C(=O)c2ccccc2)cc1[N+](=O)[O-]	3	-0.4	-4	12	-46
42	Cc1ccccc1-n1nnnc1SCC(=O)N(C)C1CCS(=O)(=O)C1 (configuration not stated)	6	-0.4	2	-3	5
43	Oc1c(C(c2cccs2)N2CCC3(CC2)OCCO3)sc2ncnn12 (configuration not stated)	6	2.3	-2	-10	11
44	CN(C)S(=O)(=O)c1ccc(N2CCCC2=O)c([N+](=O)[O-])c1	-1	0.6	-2	8	16
45	CCCn1c2c(c(O)c(C(=O)NCCCN(CC)CC)c1=O)CCCC2	1	0.1	-3	-20	-7
46	Cc1ccccc1Nc1nc(N)nc(CSc2ccc(F)cc2)n1	2	-1.0	3	22	-9
47	C=CCn1c(-c2ccco2)n[nH]c1=S	12	1.6	4	-80	17
48	CCO[C@H]1OC(C(=O)NCc2nc3ccccc3[nH]2)=C[C@@H](c2ccccc2)[C@@H]1CCCO	4	2.0	-6	12	-14

no.	PERK inh	TRPML3 agonist	S1P4 antagonist	S1P4 agonist
37	0.1	0.3	0	-2.2
38	0.6	0.8	-11	0.7
39	0.0	1.2	-23	-1.7
40	0.0	-0.8	3	-2.6
41	-0.1	-0.3	0	-1.3
42	0.5	0.5	3	1.2
43	1.9	0.5	-8	0.1
44	0.2	-0.2	-13	-0.2
45	-0.6	0.3	-24	2.0
46	-0.9	0.0	-3	0.6
47	0.3	0.6	-6	-1.0
48	1.1	-0.2	8	-1.3

(more compounds)
no.	Molecule	BaF3 parental	zfTRPN1 agonist	Ba/F3 V617F tox	m-calpain inh	EP2 modulator
49	O=C(c1ccc(Cl)cc1)c1cn[nH]c1-c1ccccc1O	4	-0.3	1	-36	-8
50	Cc1cccc2cc(CN(Cc3ccccc3)C(=O)N(C)C)c(=O)[nH]c12	-1	0.7	-3	-36	-18
51	CCOC(=O)c1c(NC(=O)C2C3C=CC(C3)C2(C)C(=O)O)sc2c1CCCC2 (configuration not stated)	7	-1.3	1	10	12
52	CC(c1ccco1)N(C(=O)C12CC3(C)CC(C)(CC(C)(C3)C1)C2)c1ccccn1 (configuration not stated)	4	2.2	-2	1	51
53	Cc1ccc(S(=O)(=O)NC2=NCN(C3CCCCC3)CN2)cc1	2	0.9	2	1	-35
54	N=c1n(CCN2CCOCC2)c2ccccc2n1CC(O)COc1ccccc1 (configuration not stated)	5	0.0	3	-15	12
55	Cc1cc2cc(CCNC(=O)c3cccs3)c(=O)[nH]c2cc1C	3	1.3	-1	-20	6
56	C=C(C)COc1ccc(-c2nc(N)ncc2Oc2ccc(OC)cc2)c(O)c1	3	0.2	-1	-79	-12
57	CCC(NC(=O)CCCc1ccccc1)c1ccccc1 (configuration not stated)	3	-0.6	-1	26	19
58	COc1ccc(-c2cc(OC(=O)c3ccc(F)cc3)c3c(C)oc(C)c3c(=O)c2)cc1	7	0.4	-2	-138	22
59	O=C(C(Cl)Cl)N1c2ccccc2OCC1c1ccccc1 (configuration not stated)	9	-0.3	6	14	17

no.	PERK inh	TRPML3 agonist	S1P4 antagonist	S1P4 agonist
49	-0.7	1.0	7	2.4
50	0.1	0.3	-1	-2.0
51	0.6	-0.2	-9	-0.2
52	0.4	0.9	-8	-2.1
53	-0.7	1.1	-14	0.3
54	-0.8	-0.7	15	-0.5
55	-0.9	0.5	-13	0.3
56	0.5	0.9	-3	1.4
57	0.7	0.0	-6	1.0
58	0.1	-0.3	1	0.0
59	-0.2	-0.5	-15	-4.3

Screening results as filed in PubChem.
